High-throughput results as filed in PubChem.
HSP90 refold inh: blocks HSP90-mediated luciferase refolding in reticulocyte lysate. Rabbit reticulocyte lysate, luciferase refolding luminescence, 3 h. inhibition, % at 5.6 µM. hit rate 0.91% among 290,000;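 active means inhibition above the screen-wide mean plus 3 SD, computed separately per campaign, cut at about 16% in these data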;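 further: 0% = DMSO wells and 100% = 60 µM geldanamycin wells; inhibitors lower the luminescence because luciferase stays unfolded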
HIF activator: HIF pathway transcriptional activation; U2OS HRE-luciferase reporter, luminescence; normalized: DMSO 0%, desferrioxamine 100%; activation, % at 7.5 µM (by protocol); hit rate 0.32% among 300,000; AID 1910;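 active means mean activation of at least 10% of the iron chelator positive control signal, with at least half of replicates also reaching 10%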
IEC-6 tox: counter-screen for KLF5 inhibitors: cytotoxicity in IEC-6 cells. inhibition, % at 5 µM. IEC-6 cytotoxicity, luminescence viability. hit rate 0.78% among 290,000. AID 1825; in the data active means inhibition above about 22%;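 further: 0% = plate median of test compound wells and 100% = cytotoxic reference compound wells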
Platelet DG rel: modulates dense granule release in human platelets; hit rate 0.22% among 300,000; human platelet-rich plasma, SFLLRN dense granule ATP release, luminescence; inhibition, %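 (compounds screened at 7.5 µM in platelet-rich plasma)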;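 active means mean replicate score, as percent of positive control, at or above 50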
KLF5 inhibitor: suppresses KLF5 promoter-driven expression; DLD-1 KLF5 promoter-luciferase reporter, luminescence; inhibition, % at 5 µM; hit rate 0.23% among 290,000; AID 1700;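 active means inhibition above a per-plate limit of that plate's mean compound inhibition plus 3 SD, cut at about 60% in these data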;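 further: 0% = DMSO wells and 100% = LY294002 at 200 µM; higher means less KLF5 promoter-driven luciferase light; inactives centre near -14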
HSF1 inhib: HSF1 inhibition; NIH3T3-HGL HSE-luciferase, MG132-induced, luminescence 8 h; active compounds read low; activity change, negative = inhibition, % at 7.5 µM (by protocol); hit rate 0.77% among 300,000;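 active means more than half of replicate wells show activity change below -50%, luminescence cut by over half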;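 further: luciferase reports HSF-1 transcriptional activity via heat shock element; 0% = median of DMSO wells and -100% = zero luminescence signal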
aSyn 5UTR inh: 5' untranslated region of α-synuclein, MLPCN primary screen; alpha-synuclein 5'UTR reporter, inhibitor activity; inhibition, % (tested at 7.5 µM); hit rate 0.82% among 300,000; in the data active means inhibition above about 60%;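 further: H4 neuroglioblastoma cells stably carrying SNCA 5'UTR luciferase fusion; 0% = DMSO wells and 100% = positive control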
HSF-1 act: increases HSF-1 driven luciferase reporter signal | NIH3T3-HGL HSF-1 luciferase reporter, MG132, 8 h; 100% = twice DMSO control signal | activation, % at 9 µM | hit rate 1.7% among 300,000;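 active means mean replicate activation of at least 50% with a set share of replicates each reaching 50%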;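 further: 0% = median of the neutral control wells and 100% = twice that signal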
AI-2 QS modul: modulators of Vibrio harveyi AI-2 quorum sensing system | Vibrio harveyi JMH597 AI-2 luminescence/OD600 ratio, 9 h; active compounds read low; strain lacks LuxN and CqsS sensors; 0 = neutral-control median | activity change, % at 7.5 µM | hit rate 0.4% among 300,000; in the data active means activity change below about -75%, passing the limit was not always enough;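 further: luminescence divided by OD600 gain over 9 h not by final OD600 alone; inactives centre near 13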
HDAC3 inhib: human HDAC3 inhibition; O15379; recombinant HDAC3, fluorogenic peptide/trypsin coupled, fluorescence; inhibition, % at 8.3 µM; hit rate 0.15% among 320,000; AID 2718; in the data active means inhibition above about 26%, passing the limit was not always enough
Target sequence (O15379 whole entry, looked up): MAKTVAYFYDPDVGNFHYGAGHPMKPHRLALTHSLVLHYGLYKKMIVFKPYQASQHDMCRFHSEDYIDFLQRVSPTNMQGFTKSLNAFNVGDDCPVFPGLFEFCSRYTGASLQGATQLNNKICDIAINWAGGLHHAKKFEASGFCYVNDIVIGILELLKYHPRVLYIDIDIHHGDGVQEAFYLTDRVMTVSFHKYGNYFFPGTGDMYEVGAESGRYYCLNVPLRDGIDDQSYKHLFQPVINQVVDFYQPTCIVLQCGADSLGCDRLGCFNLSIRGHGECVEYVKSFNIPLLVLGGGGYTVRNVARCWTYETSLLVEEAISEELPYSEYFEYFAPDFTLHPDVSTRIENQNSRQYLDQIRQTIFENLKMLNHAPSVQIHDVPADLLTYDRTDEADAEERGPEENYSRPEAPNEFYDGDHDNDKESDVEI
* hit, by the source's call; · = no result given.

Abbreviations: A = HSP90 refold inh; B = HIF activator; C = IEC-6 tox; D = Platelet DG rel; E = KLF5 inhibitor; F = HSF1 inhib; G = aSyn 5UTR inh; H = HSF-1 act; I = AI-2 QS modul; J = HDAC3 inhib
1: COC(=O)c1cc2n(n1)CCN(Cc1ccc(OC)cc1)C2=O
  A: 5 | B: 0.0 | C: -6 | D: -2 | E: -10 | F: -5 | G: 9 | H: -9 | I: 15 | J: -5
2: CC1CCCN(c2ccc([N+](=O)[O-])cc2C(=O)c2ccccc2)C1 (stereo not drawn)
  A: 4 | B: -0.1 | C: 45* | D: 9 | E: 42 | F: -14 | G: 84* | H: -17 | I: 15 | J: 6
3: COc1cccc(/C=c2\sc3nc(-c4cccs4)nn3c2=O)c1OC
  A: -2 | B: -0.8 | C: -1 | D: 11 | E: -11 | F: 1 | G: -5 | H: -3 | I: 4 | J: -3
4: Cc1ccc(NC(=O)CN2C(=O)CN(C)C2=O)cc1S(=O)(=O)N1CCCCC1
  A: 0 | B: 0.1 | C: 4 | D: -11 | E: 10 | F: -1 | G: 9 | H: 15 | I: 31 | J: -11
5: CCc1ccc2oc(-c3cc(N)ccc3O)nc2c1
  A: 0 | B: 1.0 | C: 1 | D: 26 | E: -20 | F: -4 | G: -37 | H: -10 | I: -1 | J: 3
6: CCOc1ccccc1NC(=O)C1CCN(C(=O)c2cccs2)CC1
  A: 4 | B: -0.3 | C: -1 | D: 1 | E: 0 | F: 6 | G: 39 | H: 19 | I: 9 | J: 0
7: c1ccc(-c2noc(CN3CCOCC3)n2)cc1
  A: -2 | B: 0.5 | C: -1 | D: -7 | E: -34 | F: -3 | G: -63 | H: 6 | I: 25 | J: -2
8: Cc1cc(C)[n+](-c2ccc(C(C)C)cc2)c2[nH]c(=O)[nH]c(=O)c12
  A: 3 | B: 2.8 | C: -2 | D: -13 | E: -10 | F: -2 | G: 7 | H: 4 | I: 2 | J: -111
9: CCCCN1C(=O)c2ccc(C(=O)Nc3ccccc3N3CCOCC3)cc2C1=O
  A: -4 | B: -0.9 | C: 1 | D: -7 | E: 10 | F: 1 | G: 12 | H: -9 | I: 19 | J: 3
10: CC(C)C1Cc2ccccc2-c2[nH]c(=S)[nH]c(=O)c21 (stereo not drawn)
  A: · | B: -0.1 | C: · | D: -1 | E: · | F: -1 | G: -12 | H: 7 | I: -10 | J: -4
11: Cn1cnc([N+](=O)[O-])c1Cl
  A: 0 | B: -0.4 | C: -1 | D: 11 | E: 5 | F: -3 | G: 9 | H: -6 | I: 18 | J: 7
12: O=C(O)CCc1ccc(-c2ccccc2)n1-c1cccc(O)c1
  A: 0 | B: 0.0 | C: 2 | D: -2 | E: -13 | F: 7 | G: 1 | H: -2 | I: 1 | J: -1
13: O=C(COC(=O)c1cccs1)NCc1ccccc1
  A: -4 | B: 0.3 | C: -2 | D: 0 | E: -31 | F: 5 | G: 5 | H: 19 | I: 4 | J: -7
14: CCOc1ccc(C(=O)NC2CCN(C(=O)Nc3ccc(F)cc3)CC2)cc1
  A: -2 | B: -0.3 | C: -4 | D: 2 | E: -27 | F: 2 | G: 31 | H: 5 | I: 18 | J: 4
15: CC(=O)N1CCN(c2ccc(NC(=O)c3ccc4c(c3)OCCO4)cc2Cl)CC1
  A: 3 | B: 1.6 | C: 5 | D: 1 | E: -19 | F: 0 | G: -45 | H: 1 | I: 11 | J: -3

Part of the list above in order of SMILES length, largest number first.
Abbreviations: A = HSP90 refold inh; B = HIF activator; C = IEC-6 tox; D = Platelet DG rel; E = KLF5 inhibitor; F = HSF1 inhib; G = aSyn 5UTR inh; H = HSF-1 act; I = AI-2 QS modul; J = HDAC3 inhib
8: Cc1cc(C)[n+](-c2ccc(C(C)C)cc2)c2[nH]c(=O)[nH]c(=O)c12
  A: 3 | B: 2.8 | C: -2 | D: -13 | E: -10 | F: -2 | G: 7 | H: 4 | I: 2 | J: -111
4: Cc1ccc(NC(=O)CN2C(=O)CN(C)C2=O)cc1S(=O)(=O)N1CCCCC1
  A: 0 | B: 0.1 | C: 4 | D: -11 | E: 10 | F: -1 | G: 9 | H: 15 | I: 31 | J: -11
9: CCCCN1C(=O)c2ccc(C(=O)Nc3ccccc3N3CCOCC3)cc2C1=O
  A: -4 | B: -0.9 | C: 1 | D: -7 | E: 10 | F: 1 | G: 12 | H: -9 | I: 19 | J: 3
2: CC1CCCN(c2ccc([N+](=O)[O-])cc2C(=O)c2ccccc2)C1 (stereo not drawn)
  A: 4 | B: -0.1 | C: 45* | D: 9 | E: 42 | F: -14 | G: 84* | H: -17 | I: 15 | J: 6
3: COc1cccc(/C=c2\sc3nc(-c4cccs4)nn3c2=O)c1OC
  A: -2 | B: -0.8 | C: -1 | D: 11 | E: -11 | F: 1 | G: -5 | H: -3 | I: 4 | J: -3
10: CC(C)C1Cc2ccccc2-c2[nH]c(=S)[nH]c(=O)c21 (stereo not drawn)
  A: · | B: -0.1 | C: · | D: -1 | E: · | F: -1 | G: -12 | H: 7 | I: -10 | J: -4
1: COC(=O)c1cc2n(n1)CCN(Cc1ccc(OC)cc1)C2=O
  A: 5 | B: 0.0 | C: -6 | D: -2 | E: -10 | F: -5 | G: 9 | H: -9 | I: 15 | J: -5
12: O=C(O)CCc1ccc(-c2ccccc2)n1-c1cccc(O)c1
  A: 0 | B: 0.0 | C: 2 | D: -2 | E: -13 | F: 7 | G: 1 | H: -2 | I: 1 | J: -1
5: CCc1ccc2oc(-c3cc(N)ccc3O)nc2c1
  A: 0 | B: 1.0 | C: 1 | D: 26 | E: -20 | F: -4 | G: -37 | H: -10 | I: -1 | J: 3
7: c1ccc(-c2noc(CN3CCOCC3)n2)cc1
  A: -2 | B: 0.5 | C: -1 | D: -7 | E: -34 | F: -3 | G: -63 | H: 6 | I: 25 | J: -2
11: Cn1cnc([N+](=O)[O-])c1Cl
  A: 0 | B: -0.4 | C: -1 | D: 11 | E: 5 | F: -3 | G: 9 | H: -6 | I: 18 | J: 7

(more compounds)
Abbreviations: A = HSP90 refold inh; B = HIF activator; C = IEC-6 tox; D = Platelet DG rel; E = KLF5 inhibitor; F = HSF1 inhib; G = aSyn 5UTR inh; H = HSF-1 act; I = AI-2 QS modul; J = HDAC3 inhib
16: NS(=O)(=O)c1ccc(CCNC(=O)COC(=O)c2cc([N+](=O)[O-])ccc2N2CCOCC2)cc1
  A: · | B: -1.8 | C: · | D: 11 | E: · | F: -4 | G: 8 | H: 0 | I: -6 | J: 3
17: CCCCn1c(C)cc2cc(O)ccc21
  A: -3 | B: · | C: -5 | D: · | E: -16 | F: · | G: · | H: · | I: 27 | J: 2
18: O=[N+]([O-])c1cccc(/C=N/Nc2nc(NCc3ccccc3)nc(N3CCOCC3)n2)c1
  A: -3 | B: -0.1 | C: -2 | D: -8 | E: -23 | F: -9 | G: -5 | H: -7 | I: 0 | J: ·
19: Cc1ccn2c(-c3csc(NCc4ccccc4)n3)c(C)nc2c1
  A: 5 | B: 0.5 | C: -3 | D: -10 | E: -58 | F: 13 | G: -31 | H: 15 | I: 11 | J: 9
20: CC(=O)Nc1c(Cl)cnn(-c2ccccc2)c1=O
  A: · | B: -0.5 | C: · | D: -32 | E: · | F: -30 | G: -39 | H: -39 | I: 22 | J: 3
21: O=C(NCCCn1ccnc1)C(=O)NCC1OCCN1S(=O)(=O)c1ccc(Br)cc1 (stereo not drawn)
  A: 0 | B: -0.1 | C: -5 | D: -1 | E: -23 | F: 2 | G: 17 | H: 3 | I: 21 | J: 3
22: O=C(Nc1ccc(Br)cc1)c1cccc2c1C(=O)N(C1CCCCC1)C2
  A: 2 | B: -0.3 | C: 11 | D: 9 | E: -19 | F: -2 | G: -14 | H: -8 | I: 5 | J: 0
23: COc1ccc(-c2csc(Cc3nnc4n3CCCCC4)n2)cc1
  A: 0 | B: 0.1 | C: -4 | D: -38 | E: -38 | F: 2 | G: 23 | H: 5 | I: 34 | J: 6
24: O=C(NCc1cccnc1)c1ccc(COc2ccc(Cl)cc2)cc1
  A: 2 | B: -0.3 | C: 3 | D: -4 | E: -15 | F: -7 | G: -9 | H: 19 | I: 0 | J: 4
25: COc1ccc(NC(=S)N2CCC(C(=O)N3CCCCCC3)CC2)cc1
  A: -4 | B: 0.3 | C: -10 | D: -5 | E: -27 | F: -3 | G: -26 | H: 16 | I: 12 | J: 2
26: Cc1noc(NS(=O)(=O)c2ccc(NC(=O)C(C)C)cc2)c1C
  A: 3 | B: 0.9 | C: 11 | D: 15 | E: 2 | F: 1 | G: 12 | H: -13 | I: · | J: -7
27: CCc1ccc2[nH]c(=O)c(C(c3nnnn3Cc3ccco3)N3CCC(C)CC3)cc2c1 (stereo not drawn)
  A: 4 | B: -0.4 | C: 3 | D: -2 | E: -21 | F: 1 | G: 2 | H: 12 | I: 17 | J: 24
28: COC(=O)c1ccc(S(=O)(=O)N2C3CCC2CC(NC(=O)C2CC2)C3)cc1 (stereo not drawn)
  A: -4 | B: 0.0 | C: -1 | D: 2 | E: 9 | F: -3 | G: 21 | H: 3 | I: -8 | J: 2
29: COc1cc(/C=N/Nc2cc(C)nc(NS(=O)(=O)c3ccc(C)cc3)n2)ccc1O
  A: -3 | B: 0.0 | C: -2 | D: 46 | E: -37 | F: -4 | G: 35 | H: 3 | I: 28 | J: ·
30: O=C(N/N=C/c1ccsc1)c1cc(-c2cccs2)nc2ccccc12
  A: -1 | B: 1.6 | C: 5 | D: -48 | E: -6 | F: -7 | G: -15 | H: -15 | I: 7 | J: 0
31: O=c1[nH]c2ccccc2cc1CN(Cc1cccnc1)S(=O)(=O)c1ccc([N+](=O)[O-])cc1
  A: 4 | B: -0.3 | C: -6 | D: 18 | E: -8 | F: 28 | G: 4 | H: 63* | I: 19 | J: -4
32: COc1ccc(N(CC(=O)Nc2ccccc2C)S(=O)(=O)c2ccccc2[N+](=O)[O-])c(OC)c1
  A: -2 | B: -0.5 | C: 2 | D: -1 | E: -6 | F: 1 | G: 14 | H: 10 | I: 15 | J: 1
33: CCCCOc1ncnc2c1[nH]c1ccc(F)cc12
  A: 1 | B: 1.5 | C: 5 | D: -17 | E: 10 | F: 4 | G: -118 | H: 14 | I: 21 | J: 4
34: COc1cc(/C=C2/C(=N)N3OC(C)=CC3=NC2=O)ccc1OC(=O)c1ccco1
  A: 1 | B: -0.4 | C: 0 | D: 0 | E: 1 | F: -3 | G: -9 | H: 5 | I: -4 | J: 7
35: CN(c1ccccc1C(=O)NCc1ccco1)S(C)(=O)=O
  A: 1 | B: -0.1 | C: -4 | D: 3 | E: -18 | F: -2 | G: 29 | H: -6 | I: 12 | J: -6
36: C=CCOC(=O)C1=C(C)Nc2ncnn2C1c1cc(Br)ccc1F (stereo not drawn)
  A: 1 | B: 0.4 | C: -6 | D: 5 | E: -16 | F: -2 | G: 12 | H: 11 | I: 20 | J: 5
37: COc1ncnc2c1oc1ccccc12
  A: 0 | B: 3.1 | C: 4 | D: -7 | E: -15 | F: 6 | G: -71 | H: 38 | I: -6 | J: 2
38: Cc1nc2sc(C(c3ccc(Cl)cc3)N3CCN(c4ccccc4F)CC3)c(O)n2n1 (stereo not drawn)
  A: -3 | B: 2.1 | C: -4 | D: · | E: -11 | F: 5 | G: -3 | H: -1 | I: 16 | J: 5
39: Cc1ccc(NC(=O)COC(=O)C2(c3ccc(Cl)cc3)CCCC2)cc1
  A: 1 | B: 0.1 | C: -5 | D: 10 | E: 17 | F: 13 | G: 3 | H: 19 | I: 12 | J: 3
